Assay outcomes as filed in PubChem.
CHT PAM: human CHT allosteric activation | CHT-expressing cells, membrane potential dye, choline EC20; active compounds read high; LV-AA mutant CHT in HEK293 cells | B-score at 10 µM | 310,000 compounds, 0.49% hits;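 active means initial fluorescence not abnormally high and integrated response B-score, plate-corrected, over 3 SD above library mean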
Target sequence (Q9GZV3 whole entry, looked up): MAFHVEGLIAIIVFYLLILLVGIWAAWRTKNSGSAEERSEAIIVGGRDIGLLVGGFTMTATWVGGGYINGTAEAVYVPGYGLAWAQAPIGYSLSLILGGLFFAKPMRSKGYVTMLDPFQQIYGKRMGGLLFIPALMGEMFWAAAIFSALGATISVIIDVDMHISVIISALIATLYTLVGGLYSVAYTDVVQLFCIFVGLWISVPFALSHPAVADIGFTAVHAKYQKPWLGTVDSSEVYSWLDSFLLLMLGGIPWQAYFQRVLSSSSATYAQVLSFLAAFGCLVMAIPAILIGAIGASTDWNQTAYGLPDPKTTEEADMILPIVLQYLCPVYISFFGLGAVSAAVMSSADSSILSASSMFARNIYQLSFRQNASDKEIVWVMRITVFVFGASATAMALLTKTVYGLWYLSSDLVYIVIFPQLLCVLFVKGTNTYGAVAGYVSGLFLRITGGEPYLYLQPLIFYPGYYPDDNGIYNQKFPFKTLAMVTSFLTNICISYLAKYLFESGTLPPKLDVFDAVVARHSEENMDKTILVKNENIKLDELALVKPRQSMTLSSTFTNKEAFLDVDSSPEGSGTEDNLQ
OX1R antag-1: blocks the human orexin 1 receptor. inhibition, % at 5 µM. O43613. 330,000 compounds, 0.43% hits. CHO/OX1R cells, Fluo-8 calcium fluorescence, orexin A. AID 434989;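 active means inhibition above its plate's threshold, mean inhibition of all tested compounds on the plate plus 3 SD, cut at about 37% in these data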;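 further: 0% = orexin A challenge wells and 100% = SB-334867-A antagonist wells; not every result past the cut was called active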
Target sequence (O43613 whole entry, looked up): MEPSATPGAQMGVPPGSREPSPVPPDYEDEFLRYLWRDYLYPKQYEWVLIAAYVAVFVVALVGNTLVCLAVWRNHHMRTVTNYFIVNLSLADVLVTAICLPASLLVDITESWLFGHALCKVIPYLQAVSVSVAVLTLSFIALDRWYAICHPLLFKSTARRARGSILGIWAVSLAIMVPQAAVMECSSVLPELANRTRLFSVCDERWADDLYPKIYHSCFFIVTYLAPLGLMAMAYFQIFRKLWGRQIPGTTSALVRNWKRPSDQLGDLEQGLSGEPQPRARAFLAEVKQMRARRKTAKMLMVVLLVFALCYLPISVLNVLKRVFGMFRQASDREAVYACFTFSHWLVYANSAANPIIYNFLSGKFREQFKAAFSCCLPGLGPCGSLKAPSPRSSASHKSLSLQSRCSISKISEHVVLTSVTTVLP
OX1R antag-2: antagonists of human orexin 1 receptor (OX1R) | O43613 | OX1R-expressing cells, FRET antagonist read-out | inhibition, % at 6.6 µM | 330,000 compounds, 1.8% hits | AID 485270; in the data active means inhibition mostly above about 38%, no sharp cut-off; inactive means mostly below about 40%;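 further: 0% = agonist challenge alone and 100% = reference antagonist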
* = called active by the depositor; i = inactive; . = no result given.

SMILES	CHT PAM	OX1R antag-1	OX1R antag-2
CC(C)CC1(C)N=C(c2ccccc2)C(=S)N1 (centres undefined)	i	-2	8
O=C(CC(NS(=O)(=O)c1ccc(Cl)cc1)c1ccco1)N1CCc2ccccc21 (centres undefined)	i	-12	1
CCOc1ccccc1C(=O)NC(CO)C(=O)O (centres undefined)	i	-4	7
CC(=O)Nc1ccc(NC(=O)C(C)OC(=O)/C=C/c2cn(-c3ccccc3)nc2-c2cccnc2)cc1 (centres undefined)	i	-22	18
O=C(NC1CCS(=O)(=O)C1)c1ccc(S(=O)(=O)NCC2CCCO2)cc1 (centres undefined)	i	3	5
Cc1cccc(C(=O)OC(C)CN2CCCC2)c1 (centres undefined)	i	-22	15
N#Cc1ccccc1CCN1C(=O)c2ccccc2C1=O	i	-34	9
COc1ccc(C(=O)C(C)OC(=O)COc2ccccc2)cc1 (centres undefined)	.	-2	1
CCOC(=O)N1CCN(C(=O)C2CC(c3cc(OC)ccc3OC)=NO2)CC1 (centres undefined)	i	-25	16
Cc1nc(Nc2ccccc2)[nH]c(=O)c1CCC(C)C	i	-18	17
O=C(COC(=O)c1cc([N+](=O)[O-])ccc1N1CCOCC1)NC1CCCCC1	i	-28	53*
Cc1nn(-c2ccccc2)c(C)c1CNC(=O)c1ccc(S(=O)(=O)NCc2ccco2)cc1	.	-3	12
Cc1c(Cl)cnn1CC(=O)NC1C(=O)N2C(C(=O)O)=C(CSc3nnnn3C)CSC12 (centres undefined)	i	1	11
O=C(NCC1CCCO1)c1ccccc1NS(=O)(=O)c1cccc([N+](=O)[O-])c1 (centres undefined)	.	-9	9
CCOC(=O)c1c(C)[nH]c(C)c1C(=O)COC(=O)c1ccc(O)cc1	i	4	26
COc1cccc(C2=NOC(C(=O)NC(C)(C)C)C2)c1 (centres undefined)	i	3	3
CC(C)(C)c1ccc(S(=O)(=O)NCC(=O)Nc2ccc(-c3nc4ccccc4s3)cc2)cc1	i	-31	3
O=C(O)C[C@H]1c2cc(F)ccc2S(=O)(=O)N1C1CCN(Cc2ccccc2)CC1	i	9	18
Cc1ccc(S(=O)(=O)N/N=C(\c2ccccc2)C2CC2)cc1	i	-12	6
COc1ccc(-c2nn(-c3ccccc3)cc2C(=O)Nc2nccs2)cc1	i	-11	26
CCn1cc(C(=O)Nc2ccc(OC)c(S(=O)(=O)N3CCCCC3)c2)c(=O)c2ccc(C)nc21	i	3	9
O=C(Cn1cnc([N+](=O)[O-])c1)Nc1ccccc1C(F)(F)F	i	5	23
CC(Oc1ccccc1)c1nnc(SCC(=O)NC2CC2)n1C (centres undefined)	i	-7	4
CCCN1CNC(=S)N(c2ccc(C(=O)OCC)cc2)C1	i	-6	17
CC(=O)Nc1ccc(OC(=O)Oc2ccc(NC(C)=O)cc2)cc1	i	4	-9
CCCN(c1nc(C)cc(OC)n1)S(=O)(=O)c1ccccc1	i	-22	15
CC(C)NC(=O)Cn1nc(C(F)(F)F)c2c1CCC2	i	-19	11
CCN1CCN(c2ncc3c(n2)CC(c2ccc(OC)c(OC)c2)CC3=O)CC1 (centres undefined)	i	-22	15
O=C(COc1ccc(Cl)cc1Cl)N1CCNC1=O	.	-12	-1
Cc1ccccc1NC(=O)Cc1nc(COC(=O)c2cccnc2Cl)cs1	.	1	-3
Cc1ccc(NC(=O)C(C)Sc2nc(-c3ccccc3)cc(=O)[nH]2)cc1 (centres undefined)	i	-6	2
Cc1ccc(C)c(NC(=O)COC(=O)c2c(C)nn(-c3ccccc3)c2C)c1	.	-6	26
O=C(COc1ccc(S(=O)(=O)NC2CCCCC2)cc1)NC1CCCCC1	i	-17	20
CCOC(=O)c1cnc2ccc(OCC)cc2c1NCc1ccccc1	i	-29	23
Cc1ccc2c(c1)N(CC(=O)Nc1ccccc1F)C(=O)CO2	i	-7	21
O=C(CNC(=O)c1cccc(F)c1)NC1CC1	.	-11	8
Oc1ccc(N=Nc2ccc3c(c2)OCCO3)c(O)c1	i	-7	14
OCc1cccc[n+]1Cc1ccccc1	i	-6	12
CCOc1cc(N2CCOCC2)c(OCC)cc1NC(=O)CN1CCC(Cc2ccccc2)CC1	i	-17	14
CCOc1cc(C(=O)Nc2cc(C)ccc2C)ccc1OCC(=O)N1CCCCC1	i	-19	0
Cc1ccc(-n2c(=O)c3sccc3n(CC(=O)NC3CCCC3)c2=O)cc1	i	-11	21
CCOC(=O)c1ccc(S(=O)(=O)N2CCN(C)CC2)cc1	i	-16	1
COc1ccc(NC(=O)CSCc2ccc(C)cc2)cc1	i	-15	11
Cc1c(NC(=O)COC(=O)CCc2c[nH]c3ccccc23)c(=O)n(-c2ccccc2)n1C	i	-14	10
COc1ccc(-c2cc(=O)c3ccccc3s2)cc1	i	-12	83*
COc1ccccc1N(CC(=O)Nc1ccc2c(c1)OCO2)S(=O)(=O)c1ccccc1	i	-6	15
CCc1ccc(-n2nnnc2SCC(=O)NNC(=O)c2ccco2)cc1	i	-4	4
CCOc1ccc(N2C(=O)CSC2=S)cc1	i	-8	2
Cn1c(NC(=O)c2ccc(Cl)cc2)cc(=O)n(C)c1=O	i	-6	6
Cc1sc2nc(-c3cccnc3)[nH]c(=O)c2c1-c1ccccc1	i	-25	2
O=C(c1ccccc1-c1nc(-c2ccccc2Cl)no1)N1CCOCC1	i	-26	10
O=C(Cn1c2ccccc2c(=O)c2ccccc21)N/N=C/c1cc([N+](=O)[O-])ccc1N1CCCCC1	i	-23	17
C=CCn1c(N)c(C(=O)OCC)sc1=S	i	-9	18
Cc1ccc(Oc2ncccc2/C=N/OCc2ccc(Cl)c(Cl)c2)cc1	i	-16	17
CCCN1CCN(CCCNC(=S)Nc2ccc3nc(N4CCN(CC)CC4)cc(C)c3c2)CC1	i	-11	27
O=C(O)c1cnn(-c2nc(-c3ccc(Br)cc3)cs2)c1C(F)(F)F	i	-11	15
O=C1CCCC1C(=O)Nc1ccc2ccccc2c1 (centres undefined)	i	-8	4
NS(=O)(=O)c1ccc(NC(=O)c2cc(-c3ccccc3O)n[nH]2)cc1	i	-1	5
COc1ccc(N(Cc2cc3ccccc3[nH]c2=O)S(=O)(=O)c2ccc(C)cc2)cc1	i	-29	9
CCN(CC)S(=O)(=O)c1cccc(C(=O)NC(C)C(c2cccs2)N2CCCC2)c1 (centres undefined)	i	-21	20
Going on with the list:
SMILES	CHT PAM	OX1R antag-1	OX1R antag-2
Cc1ccc(Oc2cc(C)nc(-c3ccccc3O)n2)cc1	i	-38	26
Cn1cnc2cc(NCc3ccccc3O)ccc21	i	-1	13
O=C(O)c1cn(-c2ccccc2)nc1-c1cccnc1	i	2	0
O=C(c1ccc2c3c(cccc13)CC2)C1CCCN(Cc2ccncc2)C1 (centres undefined)	i	-31	25
COc1ccccc1-c1oc2ccccc2c1-c1ccc2c(c1)OCO2	.	-28	5
O=C(CN1CCCCC1)Nc1scc2c1c(=O)oc1ccccc12	i	-18	9
CCC(Oc1ccc(C)c(C)c1)C(=O)O (centres undefined)	i	-9	12
CCC(CC)C(=O)N1CC(=O)Nc2ccc(F)cc2C1c1ccccc1 (centres undefined)	i	-20	-8
O=c1[nH]c2cc3c(cc2cc1CN(Cc1cccs1)Cc1nnnn1Cc1ccco1)OCCO3	i	0	103*
COc1ccc(NC(=O)CCn2c(=O)c3cccn3c3ccccc32)c(OC)c1	i	-19	32
Clc1ccccc1CN(Cc1ccco1)Cc1nnnn1C1CCCC1	i	-36	7
CCc1ccc(CNCCNCC(C)O)cc1 (centres undefined)	i	-27	10
Cc1ccc(C(=O)N(c2ccccc2)C2CC(C)N(C(=O)c3ccco3)c3ccccc32)cc1 (centres undefined)	i	-44	17
COc1ccc(S(=O)(=O)N2c3cc(Cl)ccc3Oc3nc4ccccc4nc32)cc1	i	-6	28
CC1=C(C(=O)Nc2ccc(C)cc2)C(c2ccc(C)o2)C2=C(CC(C)(C)CC2=O)N1 (centres undefined)	i	-43	35
O=S(=O)(/C=C/c1ccccc1)c1ccccc1	i	-2	9
OCCCc1cn(CC2CCCCC2)nn1	i	-16	17
COc1ccc(CN(Cc2ccc(C(=O)O)cc2)C(=S)Nc2cccc(C)c2)cc1OC	i	12	13
O=C(O)CCc1nn2c3ccccc3nc2n(-c2ccccc2)c1=O	i	9	5
Cc1ccc(S(=O)(=O)N2CCOCC2)cc1NS(=O)(=O)c1ccc(F)c(F)c1	.	-14	-1

Nothing new here: entries from further up.
SMILES	CHT PAM	OX1R antag-1	OX1R antag-2
CC(C)CC1(C)N=C(c2ccccc2)C(=S)N1 (centres undefined)	i	-2	8
O=C(CC(NS(=O)(=O)c1ccc(Cl)cc1)c1ccco1)N1CCc2ccccc21 (centres undefined)	i	-12	1
CCOc1ccccc1C(=O)NC(CO)C(=O)O (centres undefined)	i	-4	7
CC(=O)Nc1ccc(NC(=O)C(C)OC(=O)/C=C/c2cn(-c3ccccc3)nc2-c2cccnc2)cc1 (centres undefined)	i	-22	18
O=C(NC1CCS(=O)(=O)C1)c1ccc(S(=O)(=O)NCC2CCCO2)cc1 (centres undefined)	i	3	5
Cc1cccc(C(=O)OC(C)CN2CCCC2)c1 (centres undefined)	i	-22	15
N#Cc1ccccc1CCN1C(=O)c2ccccc2C1=O	i	-34	9
COc1ccc(C(=O)C(C)OC(=O)COc2ccccc2)cc1 (centres undefined)	.	-2	1
CCOC(=O)N1CCN(C(=O)C2CC(c3cc(OC)ccc3OC)=NO2)CC1 (centres undefined)	i	-25	16
Cc1nc(Nc2ccccc2)[nH]c(=O)c1CCC(C)C	i	-18	17
O=C(COC(=O)c1cc([N+](=O)[O-])ccc1N1CCOCC1)NC1CCCCC1	i	-28	53*
Cc1nn(-c2ccccc2)c(C)c1CNC(=O)c1ccc(S(=O)(=O)NCc2ccco2)cc1	.	-3	12
Cc1c(Cl)cnn1CC(=O)NC1C(=O)N2C(C(=O)O)=C(CSc3nnnn3C)CSC12 (centres undefined)	i	1	11
O=C(NCC1CCCO1)c1ccccc1NS(=O)(=O)c1cccc([N+](=O)[O-])c1 (centres undefined)	.	-9	9
CCOC(=O)c1c(C)[nH]c(C)c1C(=O)COC(=O)c1ccc(O)cc1	i	4	26
COc1cccc(C2=NOC(C(=O)NC(C)(C)C)C2)c1 (centres undefined)	i	3	3
CC(C)(C)c1ccc(S(=O)(=O)NCC(=O)Nc2ccc(-c3nc4ccccc4s3)cc2)cc1	i	-31	3
O=C(O)C[C@H]1c2cc(F)ccc2S(=O)(=O)N1C1CCN(Cc2ccccc2)CC1	i	9	18
Cc1ccc(S(=O)(=O)N/N=C(\c2ccccc2)C2CC2)cc1	i	-12	6
COc1ccc(-c2nn(-c3ccccc3)cc2C(=O)Nc2nccs2)cc1	i	-11	26
CCn1cc(C(=O)Nc2ccc(OC)c(S(=O)(=O)N3CCCCC3)c2)c(=O)c2ccc(C)nc21	i	3	9

Next compounds.
SMILES	CHT PAM	OX1R antag-1	OX1R antag-2
CCOc1ccc(NC2=CC(=O)CC(c3ccco3)C2)cc1 (centres undefined)	i	-17	18
O=C(CNC(=O)c1ccc(N2C(=O)c3ccccc3C2=O)cc1)OCC(=O)c1ccc(Cl)cc1	i	-12	15
CCN(CC)CCNC(=O)Cc1c(C(=O)O)n(CC)c2ccccc12	i	6	2
O=C(CNC(=O)c1ccc(Cl)cc1Cl)OCCOc1ccccc1	i	-20	15
CCCSc1ccc([C@H]2N[C@@](C)(C(=O)OC)[C@H]3C(=O)N(C)C(=O)[C@@H]23)cc1	i	-12	10
O=C(O)C1C2C=CC(C2)C1C(=O)NCCCn1ccnc1 (centres undefined)	i	-3	11
CCc1cccc(NC(=O)CCCn2nc(C)c3c(C)n(-c4ccccc4)nc3c2=O)c1	i	-42	19
COc1ccccc1Nc1ccc([N+](=O)[O-])cc1N	i	-26	16
O=C(O)C1CCCCC1C(=O)N1CCN(S(=O)(=O)c2ccc(F)cc2)CC1 (centres undefined)	i	2	7
Cc1cccc2c1N(CCOc1ccc(C(C)(C)C)cc1)C(=O)C2=O	i	-25	-10
Cc1nc2scc(C)n2c(=O)c1S(=O)(=O)NCC1CCN(Cc2ccc(Cl)cc2)CC1	i	-39	11
Cc1ccccc1NC(=O)CCSc1nnnn1-c1ccccc1	i	-22	6

Molecules listed so far that contain a CF3 group:
SMILES	CHT PAM	OX1R antag-1	OX1R antag-2
O=C(Cn1cnc([N+](=O)[O-])c1)Nc1ccccc1C(F)(F)F	i	5	23
CC(C)NC(=O)Cn1nc(C(F)(F)F)c2c1CCC2	i	-19	11
O=C(O)c1cnn(-c2nc(-c3ccc(Br)cc3)cs2)c1C(F)(F)F	i	-11	15
